Screening data from PubChem BioAssay.
Menin-MLL TR inh: menin-MLL binding inhibition, Texas Red mutant peptide; O00255; actives 0.23% (n = 270,000); Potency, µM (top dose mostly 61.6 µM), without a hit: top-dose FP activity change, negative = inhibition, actives largely listed as inhibitors; Menin + Texas Red MLL mutant peptide, fluorescence polarization; active means well fitted inhibition curve with a large enough effect in the polarisation, with a control signal flat, not every such curve was filed as active; inconclusive means small, poorly fitted or top-dose-only effect, or effect the other way, or a change in a side signal; inactive means no such curve, though single readings can be large or run the other way; the % refers to the polarisation; further: potency means the concentration at half of the fitted maximal effect; % of control where 0% means no effect; many of its hits are not listed in these tables
Chronic BCR inh: chronic active BCR signaling inhibition. ABC-DLBCL IkBa-CBG/CBR reporter, luminescence ratio, 4 h. Potency, µM (doses to about 46.1 µM), inactives show top-dose ratio change, negative = lower green/red ratio, actives largely listed as inhibitors. actives 0.05% (n = 340,000); active means well fitted inhibition curve with a large enough effect in the signal ratio, with a control signal flat, not every such curve was filed as active; inconclusive means small, poorly fitted or top-dose-only effect, or effect the other way, or a change in a side signal; the % refers to the signal ratio;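 further: potency means the concentration at half of the fitted maximal effect; plate controls were basal doxycycline-induced cells for no effect and cells given 10 µM MG132 for full effect; MG132 reads +100%, hits lower the ratio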
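TMD8 human ABC-DLBCL cells with doxycycline-inducible IκBα–green luciferase fusion and unfused red luciferase, in 0.5% FBS medium; compounds up to 46 uM, 4 h at 37C. Green/red luminescence ratio, filter-overlap corrected, fitted to concentration-response curves.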
TSHR antagonist: antagonists of human thyroid stimulating hormone receptor; P16473; TSHR-expressing cells, TSH-stimulated cAMP HTRF, 2 h; hits give low values; activity change, negative = inhibition, % at 11.5 µM; actives 0.2% (n = 330,000); AID 504810;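 active means activity change below a set negative limit, meaning inhibition stronger than a set level, cut at about -70% in these data; inconclusive means activity change between two set negative limits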; further: on the % scale 0 is the no-effect control and ±100 the full control effect
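Read-out is FRET at 665 nm (cryptate excitation 337 nm) from a cryptate-tagged anti-cAMP antibody, competed by cell cAMP against cAMP-d2. Compounds are tested on freshly harvested TSHR cells challenged with 4nM TSH (EC80) for 2 hours at 37 deg C.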
hERG WT inh: KCNH2 (human, wildtype) channel inhibition; AID 720551; U2OS, BacMam KCNH2, thallium flux FluxOr; hits give low values; Q12809; activity change, % at 1.84 µM; actives 0.37% (n = 340,000);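 active means maximum activity change below -70%; inconclusive means maximum activity change between -70% and -50%; inactive means maximum activity change above -50%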; further: on the % scale 0 is the no-effect control and ±100 the full control effect
Target sequence (Q12809 whole entry, looked up): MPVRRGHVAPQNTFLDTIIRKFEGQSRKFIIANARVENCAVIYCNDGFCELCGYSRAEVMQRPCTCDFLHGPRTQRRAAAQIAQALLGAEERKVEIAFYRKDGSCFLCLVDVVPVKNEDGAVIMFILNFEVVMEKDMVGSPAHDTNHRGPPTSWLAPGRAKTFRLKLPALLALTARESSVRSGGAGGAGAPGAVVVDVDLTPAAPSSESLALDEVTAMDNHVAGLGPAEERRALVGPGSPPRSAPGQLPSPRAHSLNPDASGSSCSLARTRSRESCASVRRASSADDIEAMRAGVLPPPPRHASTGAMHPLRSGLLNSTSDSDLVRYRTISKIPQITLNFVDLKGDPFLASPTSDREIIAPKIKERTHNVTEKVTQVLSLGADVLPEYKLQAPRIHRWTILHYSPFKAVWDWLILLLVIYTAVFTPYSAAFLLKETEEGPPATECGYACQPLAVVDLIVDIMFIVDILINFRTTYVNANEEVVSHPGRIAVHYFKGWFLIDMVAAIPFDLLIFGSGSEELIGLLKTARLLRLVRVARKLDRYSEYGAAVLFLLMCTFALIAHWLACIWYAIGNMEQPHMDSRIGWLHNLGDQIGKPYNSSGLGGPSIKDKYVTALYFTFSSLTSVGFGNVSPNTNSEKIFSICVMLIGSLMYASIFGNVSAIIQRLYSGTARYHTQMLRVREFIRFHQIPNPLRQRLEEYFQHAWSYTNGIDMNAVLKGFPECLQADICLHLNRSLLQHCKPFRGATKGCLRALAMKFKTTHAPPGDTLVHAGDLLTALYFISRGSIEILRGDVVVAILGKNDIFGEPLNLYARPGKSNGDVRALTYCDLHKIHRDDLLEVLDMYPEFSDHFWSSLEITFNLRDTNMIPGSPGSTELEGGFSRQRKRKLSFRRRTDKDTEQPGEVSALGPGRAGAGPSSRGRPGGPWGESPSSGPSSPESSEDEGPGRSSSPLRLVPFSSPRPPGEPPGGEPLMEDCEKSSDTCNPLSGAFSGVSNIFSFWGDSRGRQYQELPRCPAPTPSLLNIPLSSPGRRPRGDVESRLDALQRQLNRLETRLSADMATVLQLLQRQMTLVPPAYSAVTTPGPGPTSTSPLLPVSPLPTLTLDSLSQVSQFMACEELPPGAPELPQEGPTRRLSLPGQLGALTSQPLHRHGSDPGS
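U2OS cells transduced with wild-type KCNH2 virus are loaded with FluxOr dye for 45 min, and thallium flux is measured in kinetic reads before and after stimulation buffer. Rate constants are normalized to DMSO controls.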
GALK inhibitor: inhibitors of human galactokinase. P51570. Purified GALK, Kinase-Glo residual ATP luminescence. Potency, µM (top dose mostly 57.5 µM), for inactives: at the highest dose activity change, negative = inhibition, actives largely listed as inhibitors. actives 0.007% (n = 270,000); further: potency means the concentration at half of the fitted maximal effect; on the % scale 0 is the no-effect control and ±100 the full control effect
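Human GALK (5 nM) with 35 uM ATP and 100 uM galactose in 20 mM HEPES pH 8.0, 5 mM MgCl2, 60 mM NaCl, 1 mM DTT, 0.01% BSA. After 1 h at room temperature, leftover ATP was read by Kinase-Glo Plus luminescence.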
PKM2 activator: increases activity of human pyruvate kinase M2; P14618; purified PKM2, Kinase-Glo ATP luminescence, activation; response scale: 0% is enzyme alone, no compound; Potency, µM (series often up to 57.5 µM), without a hit: top-dose activation, usual class: activators; actives 0.34% (n = 260,000); AID 1631; further: potency means the concentration at half of the fitted maximal effect; on the % scale 0 is the no-effect control and ±100 the full control effect; nearly all actives have a fitted effect of over 55% in size
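hPK-M2, >95% pure; 0.1 mM ADP / 0.5 mM PEP final; imidazole pH7.2 buffer w/ 7 mM MgCl2, 50 mM KCl; 1 h RT; Kinase-Glo lum. Intermediate enzyme activity for dual inhibitor/activator qHTS.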
S-ASM inh: human S-ASM enzyme inhibition. placental ASM, HMU-PC fluorogenic substrate, 60 min. Potency, µM (series often up to 57.5 µM), inactives show at the top dose activity change, negative = inhibition, actives largely listed as inhibitors. P17405. actives 0.006% (n = 340,000). AID 504937; further: potency means the concentration at half of the fitted maximal effect
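Fluorescence read-out (Ex 386 nm, Em 447 nm) after stopping the reaction at pH 10. Enzyme: ASM from human placenta; substrate HMU-PC0, 9 uM final; 60 min, 37 °C. Compound preincubation 10 min, ambient temperature.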
Eya2 inh: blocks the phosphatase activity of human Eya2; O00167; recombinant Eya2, OMFP fluorescence dephosphorylation (OMFP is methylfluorescein phosphate); Potency, µM (series often up to 76.9 µM), for the others: at the top dose activity, negative = inhibition, hits mostly inhibitors; actives 0.006% (n = 330,000); further: potency means the concentration at half of the fitted maximal effect; on the % scale 0 is the no-effect control and ±100 the full control effect
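Eya2 (0.2 uM) preincubated 10 min at ambient with compound, then OMFP substrate added at 50 uM; 10 min reaction in 50 mM HEPES pH 7.5, 50 mM NaCl, 5 uM MgCl2, 0.05% BSA, 1 mM DTT. Fluorescence read at Ex 485/Em 525 nm.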
MBNL1 CUG block: blocks human MBNL1 binding to CUG repeat RNA; TR-FRET MBNL1-His/biotin-(CUG)12 binding, 665/545 ratio; Potency, µM (highest dose often 57.5 µM), for inactives: top-dose activity change, negative = inhibition, hits mostly inhibitors; actives 0.036% (n = 280,000); AID 2675; active means well fitted inhibition curve with a large enough effect in the signal ratio, with a control signal flat, not every such curve was filed as active; inconclusive means small, poorly fitted or top-dose-only effect, or effect the other way, or a change in a side signal; inactive means no such curve, though single readings can be large or run the other way; the % refers to the signal ratio; further: potency means the concentration at half of the fitted maximal effect; on the % scale 0 is the no-effect control and ±100 the full control effect
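TR-FRET between His-tagged MBNL1 and biotin-(CUG)12 RNA, detected with Tb anti-His antibody (0.055 ng/ul) and streptavidin-XL665 (5 nM), 60 min at room temperature. Compounds titrated 92 nM to 58 uM; 665/545 nm ratio normalized to buffer and complex controls.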
Mito fusion act: blocks mitochondrial division or promotes mitochondrial fusion. S. cerevisiae fusion-defective mutant growth rescue, CellTiterGlo 48 h. Potency, µM (series often up to 46.1 µM), for the others: top-dose growth rescue (activation), usual class: activators. actives 0.23% (n = 320,000). AID 485298;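 further: potency means the concentration at half of the fitted maximal effect; % of control where 0% means no effect; nearly all actives have a fitted effect of over 45% in size; temperature-sensitive fusion mutants such as fzo1-1 at 37 °C on non-fermentable ethanol glycerol medium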
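Luminescent cell viability in 1536-well qHTS format served as the measure of rescued growth in ts fusion-mutant S. cerevisiae cultured on non-fermentable YPEG for 48 hours at 37C.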
USP2a inh: inhibitors of human ubiquitin-specific protease USP2a. O75604. USP2 core, Ub-CHOP2 coupled fluorogenic reporter, 485/531. Potency, µM (titrated, usually from 38.3 µM), for the others: at the top dose activity change, negative = inhibition, most hits filed as inhibitors. actives 0.01% (n = 330,000). AID 463254;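 further: potency means the concentration at half of the fitted maximal effect; plate controls were DMSO wells for no effect and full inhibition by NEM control for full effect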
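Cell-free coupled assay: 10nM USP2 core preincubated 30min RT with compound in Tris-HCl pH 8.0/CaCl2/CHAPS buffer, then 25nM Ub-CHOP2 and 25nM reporter substrate; fluorescence (Ex 485/Em 531) read after 60min RT, normalized to NEM inhibition, concentration-response curves fitted.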
The depositor's hits bear a star; i = inactive; u = inconclusive; x = not tested or not shown; [ ] = another dose, or the depositor's remark. Unless noted, the call rests on the fitted dose curve; in most records, active means well fitted curve in the direction sought with a large enough effect; inconclusive means small, poorly fitted or top-dose-only effect, or another doubt; inactive means no such curve, though single readings can be large; an effect the other way counts as inactive or inconclusive. The list is partial; rates above refer to the full screens.

Sequence of screens – GALK inhibitor	USP2a inh	S-ASM inh	TSHR antagonist	Mito fusion act	MBNL1 CUG block	Chronic BCR inh	Eya2 inh	hERG WT inh	Menin-MLL TR inh	PKM2 activator
- Cc1ccc(C(=O)Nc2sc3c(c2C(=O)O)CCCC3)o1
  -8%	-1%	1%	-2	-1%	11%	u	0%	2	x	-13%
- COc1cccc(/C=N/NC(=O)CC2C(=O)NN=C2C)c1OC (stereo not drawn)
  -1%	0%	-1%	-7	4%	5%	-1%	-6%	7	-1%	-1%
- Cc1nn(C2CCS(=O)(=O)C2)c(Cl)c1/C=C/C(=O)OCC(=O)c1c[nH]c2ccccc12 (stereo not drawn)
  1%	1%	0%	-11	-6%	3%	-2%	-15%	-3	34%[activator]	28%
- CCOc1cc(C2C3=C(CCCC3=O)Nc3nc(C(=O)OC)nn32)ccc1OC (stereo not drawn)
  2%	1%	7%	1	-1%	-2%	-4%	-2%	15	-24%	-3%
- CN(C)c1cc(-c2ccc(F)cc2)oc(=O)c1Cl
  1%	0%	0%	-4	1%	13%	u	1%	0	x	-1%
- COc1cccc(CN2CCN(C(=O)CCc3nnc(C4CCCCC4)o3)CC2=O)c1
  -2%	-3%	2%	12	-13%	-4%	-2%	-29%	2	x	-12%
- Cc1ccc(S(=O)(=O)Cc2ccc([N+](=O)[O-])cc2)cc1
  0%	0%	-2%	26	0%	u	1%	6%	5	18%	-1%[11.5 µM]
- Cc1cc(C)n2nc(SCCCC(=O)c3ccccc3)nc2n1
  2%	2%	-1%	0	-6%	-2%	u	-21%	-19	-1%	0%
- COc1cccc(/C=C/c2onc(C)c2S(=O)(=O)N2CCC(C(=O)NC3CCCCCC3)CC2)c1
  3%	0%	-3%	-9	-9%	-4%	-8%	5%	-21	16%	x
- Cc1cccc(NS(=O)(=O)c2ccc(-c3cnc(C4CC4)o3)cc2)c1
  1%	3%	2%	7	3%	5%	u	3%	0	x	x
- Cc1onc(-c2ccccc2Cl)c1C(=O)Nc1ccccc1C(=O)NC(C)C
  -2%	1%	-3%	4	12%	-6%	9%	-12%	3	16%	13%
- CCN1CCN(C(=O)CCc2nnc(CCc3ccccc3OC)o2)[C@@H](C)C1=O
  -3%	10%	2%	-1	1%	-4%	-2%	-12%	-1	-9%	x
- O=C1CSC(=S)N1c1cccc(Cl)c1
  -1%	3%	-1%	-10	10%	4%	10%	6%	x	37%[activator]	x
- CCCCN(C)C1=Nc2cccc3cccc1c23
  4%	0%	-2%	-6	-5%	u	0%	7%	-1	-7%	0%
- COc1nc(N(CC(N)=O)S(=O)(=O)c2ccccc2)nc(C)c1Cl
  -2%	3%	-1%	-3	-1%	0%	u	-2%	7	u	u
- Cc1c(Cl)c([N+](=O)[O-])nn1CCCC(=O)N(Cc1ccccc1)Cc1ccccc1
  0%	-5%	-6%	16	u	x	6%	-13%	-4	1%	-8%
- O=C(NC12CC3CC(CC(C3)C1)C2)c1cc([N+](=O)[O-])ccc1N1CCOCC1
  10%	2%	-8%	-12	-2%	u	u	7%	1	-11%	-1%
- O=C(O)/C=C/c1cn(-c2ccccc2)nc1-c1cccs1
  -1%	-5%	3%	-16	14%	20%	4%	3%	-10	64%[activator]	1%
- O=C1/C(=C/c2ccc3c(c2)OCO3)Oc2cc(OCC(=O)N3CCC[C@H]3C(=O)O)ccc21
  x	1%	95%[activator]	0	4%	u	10%	12%	-4	61%[activator]	-1%
- Cc1ccc(S(=O)(=O)Nc2ccc3c(c2)OCCO3)cc1
  -2%	2%	3%	3	-1%	-1%	2%	-9%	-2	1%	2%
- O=C(CCSCc1ccccc1F)NCc1cccs1
  0%	0%	-1%	4	0%	-3%	9%	-20%	-6	8%	5%
- COc1ccc(NC2c3ccccc3C(=O)N2Cc2ccccc2Cl)cc1OC (stereo not drawn)
  -2%	11%	0%	0	5%	-12%	u	5%	-14	x	2%
- O=C(Nc1ccccc1NC(=O)c1ccco1)c1ccccc1
  -1%	-1%	4%	-12	-3%	0%	-20%	-1%	12	13%	3%
- CN(Cc1nccs1)C(=O)C1CCC(=O)N(CCc2cccc(F)c2)C1 (stereo not drawn)
  4%	0%	7%	9	-3%	0%	-1%	-9%	19	x	-4%
- COc1ccccc1-c1cc(C(=O)NC2CCN(C)CC2)c2ccc(Cl)c(C)c2n1
  5%	3%	4%	6	-9%	2%	1%	9%	8	3%	-4%
- Cc1ccc(OCC(O)CN2CCN(Cc3ccc4c(c3)OCO4)CC2)cc1C (stereo not drawn)
  0%	-3%	0%	15	6%	-1%	-3%	0%	14	-13%	0%
- Brc1cccc(OCCCCn2cncn2)c1
  -1%	-6%	5%	0	-3%	-11%	-1%	-10%	7	-3%	-1%[11.5 µM]
- C[C@H](CO)N1C[C@H](C)[C@@H](CN(C)Cc2ccc3c(c2)OCO3)Oc2c(NC(=O)Cc3ccccc3)cccc2C1=O
  x	4%	-6%	-13	x	x	u	-10%	0	x	x
- COc1ccccc1N1CCN(C2CCCN(C(=O)c3ccccn3)C2)CC1 (stereo not drawn)
  8%	4%	2%	0	-2%	-1%	2%	u	-6	6%	-11%
- Cn1c(=O)c2c(n(C)c1=O)=NC1(CCCCC1)ON=2
  -1%	1%	-1%	3	5%	u	u	13%	0	11%	1%
- COC(=O)COc1ccc(S(=O)(=O)N2CCc3ccccc3C2)cc1
  -3%	3%	4%	-12	-3%	-5%	-5%	-12%	22	x	9%
- COc1cc(-c2cc(C(=O)N(C)Cc3ccccc3)c3ccccc3n2)cc(OC)c1OC
  -1%	1%	1%	-2	21%	8%	u	-1%	-14	x	x
- CCN1C(=O)[C@@H]2[C@H](C1=O)[C@@H]1C(=O)Nc3ccccc3C(=O)N1[C@@H]2c1ccc(Br)cc1
  x	1%	8%	5	1%	x	-2%	-6%	0	x	x
- O=C1OC(c2ccccc2)=N/C1=C\C=C\c1ccco1
  2%	2%	-5%	1	1%	u	u	13%	-1	9%	14%
- O=S(=O)(NCC1CCCO1)c1ccccc1 (stereo not drawn)
  8%	1%	2%	8	0%	8%	0%	3%	-2	-14%	0%[11.5 µM]
- CCOc1nc(SC(C(C)=O)C(=O)Nc2ccccc2)nc(N(C)C)n1 (stereo not drawn)
  -1%	0%	-5%	-3	1%	25%	u	0%	8	0%	8%
- Cc1ccc(C(=O)N2c3ccccc3NC(=O)C2C)cc1 (stereo not drawn)
  -6%	1%	-1%	-4	5%	x	-5%	-5%	i	-8%	0%
- Cc1nnc(Sc2cc(C(=O)NCc3ccco3)c3ccccc3n2)s1
  -1%	-5%	-4%	-5	1%	14%	7%	-3%	2	1%	-2%

Retrieved by structure from above (2):
Sequence of screens – GALK inhibitor	USP2a inh	S-ASM inh	TSHR antagonist	Mito fusion act	MBNL1 CUG block	Chronic BCR inh	Eya2 inh	hERG WT inh	Menin-MLL TR inh	PKM2 activator
- COc1cc(-c2cc(C(=O)N(C)Cc3ccccc3)c3ccccc3n2)cc(OC)c1OC
  -1%	1%	1%	-2	21%	8%	u	-1%	-14	x	x
- CCN1C(=O)[C@@H]2[C@H](C1=O)[C@@H]1C(=O)Nc3ccccc3C(=O)N1[C@@H]2c1ccc(Br)cc1
  x	1%	8%	5	1%	x	-2%	-6%	0	x	x
